# rCAG RNA binder: binders of r(CAG) RNA repeats, primary screen, biochemical, fluorescence; AID 651821, 2012; 1.3% of 370,000 active; r(CAG) RNA repeat, TO-PRO-1 dye displacement fluorescence; inhibition, % at 3 µM;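 active means inhibition above the plate cutoff, the mean of all test compounds on that plate plus 3 SD, cut at about 35% in these data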;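 further: 0% = DMSO alone and 100% = 100 µM mitoxantrone as full dye displacement; higher means more dye released from RNA so lower well fluorescence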
# PG9 Ab binder: binders of HIV-1 gp120 antibody PG9, primary screen, biochemical, TR-FRET | TR-FRET gp120-PG9 antibody binding | 0.43% of 360,000 active | HIV-1 gp120 / PG9 antibody interaction | AID 624416, 2012 | inhibition, % at 6.7 µM; in the data active means inhibition above about 8.5%
# MBD2 DNA inh: inhibitors of MBD2 binding to methylated DNA, primary screen, biochemical, TR-FRET, DNA-binding domain, human; inhibition, % at 4.4 µM; MBD2 binding to methylated oligonucleotide; 0.31% of 370,000 active; AID 686964, 2013; in the data active means inhibition above about 13%
# Target sequence (Q9UBB5 whole entry, looked up, the tested form may be a part): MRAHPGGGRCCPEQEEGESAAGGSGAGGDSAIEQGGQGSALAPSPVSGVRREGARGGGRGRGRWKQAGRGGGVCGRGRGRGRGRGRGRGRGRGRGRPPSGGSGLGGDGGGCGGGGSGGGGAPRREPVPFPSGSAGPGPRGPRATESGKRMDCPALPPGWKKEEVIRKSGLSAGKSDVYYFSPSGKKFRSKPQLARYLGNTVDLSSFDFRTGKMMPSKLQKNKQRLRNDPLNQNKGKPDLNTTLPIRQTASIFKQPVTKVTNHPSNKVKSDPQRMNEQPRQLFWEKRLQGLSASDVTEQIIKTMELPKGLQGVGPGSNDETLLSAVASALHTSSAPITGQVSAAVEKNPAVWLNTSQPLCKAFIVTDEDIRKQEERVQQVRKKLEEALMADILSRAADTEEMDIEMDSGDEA
# mABHD4 FP: ABHD4 inhibitors, primary screen, biochemical, fluorescence polarization, mouse; 0.54% of 370,000 active; inhibition, % at 8.92 µM; purified mABHD4, FP-Rh probe fluorescence polarization; AID 720543, 2013;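 active means inhibition exceeding the mean over every tested compound plus 3 SD, cut at about 30% in these data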;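 further: 0% = plate median of compound wells and 100% = S159A mutant with DMSO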
# Target sequence (Q8VD66 whole entry, looked up): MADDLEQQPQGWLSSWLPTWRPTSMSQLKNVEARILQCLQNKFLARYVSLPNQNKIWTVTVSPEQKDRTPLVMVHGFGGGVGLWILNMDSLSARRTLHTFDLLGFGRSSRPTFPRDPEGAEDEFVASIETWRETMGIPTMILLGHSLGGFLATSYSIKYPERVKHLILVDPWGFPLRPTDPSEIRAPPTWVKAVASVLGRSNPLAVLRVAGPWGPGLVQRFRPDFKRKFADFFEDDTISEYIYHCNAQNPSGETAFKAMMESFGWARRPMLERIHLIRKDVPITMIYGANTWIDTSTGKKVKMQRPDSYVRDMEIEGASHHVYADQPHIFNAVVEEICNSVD
#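 Assay system: mouse ABHD4 enzyme, wild type / Also added: fluorescent activity-based probe FP-Rh / Doses: single nominal dose of 8.92 µM, 0.89% DMSO final / Timing: 45 min compound pre-incubation plus 60 min probe step, 25 °C / Signal: FP readout, ex 525 nm / em 598 nm / Control set: S159A mutant/DMSO as 100%, compound-well median as 0%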
# NR1D1 modulator: modulators of Rev-erb alpha DNA binding, primary screen, biochemical, FITC-DNA, fluorescence polarization, uHTS; AID 1259318, 2017; Nuclear receptor subfamily 1 group D member 1 (Homo sapiens), P20393; 0.79% of 370,000 active; Rev-erbα–FITC-DNA binding, 90 min; activity, % at 10 µM;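 active means activity above about 14%, limit read from the data; passing the limit was not always enough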;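 further: 0% = DMSO wells with 35 nM protein and 100% = DMSO wells with 750 nM protein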
# LEDGF integ inh: blockers of LEDGF/p75-dependent integrase strand transfer – biochemical, TR-FRET, high throughput, primary screen; HIV-1 integrase (with human LEDGF/p75); TR-FRET IN-LEDGF/p75 DNA integration, Eu/Cy5; inhibition, % at 3.7 µM; 0.64% of 370,000 active; AID 743269, 2014;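 active means inhibition above the screen-wide mean plus 3 SD, cut at about 13% in these data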;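 further: signal is the Cy5 over europium emission ratio at 671 and 618 nm; 0% = plate median of compound wells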
# HTRA1 inh: HTRA1 serine protease inhibitors, primary screen, biochemical, fluorescence polarization, HTS; Q92743; recombinant HTRA1, FP-rhodamine activity-based probe; inhibition, % at 5.96 µM; 0.5% of 340,000 active; AID 504803, 2011; in the data active means inhibition above about 36%;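 further: 0% = enzyme with DMSO and 100% = wells lacking enzyme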
# TCR-CD3 inh: inhibitors of human TCR-CD3 interaction, primary screen, biochemical, fluorescence, TAMRA-labeled TCR probe; T-cell receptor (TCR); inhibition, % at 9.4 µM; 0.37% of 360,000 active; AID 651800, 2012; in the data active means inhibition above about 19%;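 further: recombinant mutant TCR 2C K166C tagged with TAMRA read by polarization; 0% = receptor in buffer alone and 100% = receptor with positive control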
# UHRF1 binding: UHRF1 methylated DNA binding inhibitors, primary screen, counter-screen for MBD2 inhibitor project, biochemical, TR-FRET, human UHRF1, single concentration; UHRF1 binding to methylated oligo; E3 ubiquitin-protein ligase UHRF1 (Homo sapiens), Q96T88; inhibition, % at 4.4 µM; 0.75% of 370,000 active; in the data active means inhibition above about 21%;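 further: UHRF1 SRA domain binding a hemimethylated CpG hairpin DNA probe; 0% = median of test compound wells and 100% = reference inhibitor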
# PRMT1 FP inh: PRMT1 methyltransferase inhibitors, primary screen, biochemical, fluorescence polarization. Protein arginine N-methyltransferase 1 (Homo sapiens), Q99873. recombinant PRMT1, activity-based probe fluorescence polarization. inhibition, % at 2.79 µM. 1.3% of 370,000 active;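 active means inhibition above about 21% made by adding two undisclosed values, limit read from the data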
# Active calls of the source: *; . = no result given. A portion of the library; rates above refer to the full screens.
SMILES,rCAG RNA binder,PG9 Ab binder,MBD2 DNA inh,mABHD4 FP,NR1D1 modulator,LEDGF integ inh,HTRA1 inh,TCR-CD3 inh,UHRF1 binding,PRMT1 FP inh
COCCN1C(=O)N[C@@H](c2ccccc2)[C@H](C(=O)OC)[C@H]1C,-3,-0.5,-6,5,-1,-2,-2,-1,5,-3
Cc1ccc(C(=O)N/N=C(\CC(C)C)c2ccccc2)cc1,1,1.9,1,1,-2,-2,-5,6,-2,0
Cc1ccc(C(=O)NNC(=O)CSc2n[nH]c(-c3cccnc3)n2)cc1,4,-2.3,2,-4,-3,3,-5,6,-1,2
CCN(CCn1cccn1)C(=O)c1ccc(OC2CCN(C(=O)COC)CC2)cc1,-4,-0.6,1,-4,-3,0,7,7,-1,0
Cc1ccc(NC(=O)c2c(C)noc2-c2snnc2C)cc1,-2,-1.1,-1,2,8,2,-3,-4,-1,1
CC(=O)/C=C(\C)Nc1ccccc1O,5,-5.3,-13,18,4,-2,10,5,-13,7
CCCCc1cc(O)c(CCCC)c(O)c1,-4,-1.0,4,-12,-7,-3,0,-7,0,1
COc1ccc(S(=O)(=O)N2CCC(C(=O)Nc3ccc(F)cc3)CC2)c2cccnc12,3,-2.3,-3,-7,-1,3,5,9,-1,-1
CCOC(=O)c1c(S(=O)(=O)N2CCN(c3ccc(F)cc3)CC2)c(C)n(C)c1C,-3,1.3,-1,-3,-6,0,-1,2,-2,-3
Cc1ccc(NC(=O)C(OC(=O)c2ccc(F)cc2)c2ccccc2)cc1Cl (stereo not drawn),8,0.0,5,-12,0,2,-30,1,0,2
C=CCn1c(N)cc(=O)nc1SCC(=O)Nc1cccc2ccccc12,4,-1.7,-3,0,-3,-1,-6,3,-2,-1
COc1nc(Nc2cccc(C(F)(F)F)c2)nc(OC)n1,2,-0.3,0,-1,0,0,-14,6,0,3
O=C(COC(=O)CNC(=O)c1ccc(Cl)cc1Cl)NC1CC1,1,-0.6,0,-7,4,0,4,0,3,3
CN(C)c1ccc(C(=O)OCC(=O)NCCCc2ccccc2)cc1,-6,2.0,-5,-3,2,-8,7,-2,0,3
O=C(Nc1c(-c2ccc(Cl)cc2)[nH][nH]c1=O)c1ccc(Br)cc1,16,-1.4,-9,0,9,7,.,7,3,1
Cc1cccc(CC(C)NC(=O)c2cc(COc3ccc(C)c(C)c3)on2)n1 (stereo not drawn),-6,-1.8,-4,-15,-1,1,-17,1,2,-2
CCOC1=C2CN(S(=O)(=O)c3ccc(C)cc3)C(c3ccccc3)CC2N(S(=O)(=O)c2ccccc2Cl)C(c2ccccc2)C1 (stereo not drawn),6,-1.3,-1,-5,0,1,.,10,-1,0
COc1ccc(CC(=O)NC(C)c2nnc(SCc3nc4ccccc4c(=O)[nH]3)n2C)cc1 (stereo not drawn),-3,0.1,0,-3,3,2,0,3,-1,-1
COc1ccc(OC)c(-c2cc(C(=O)Nc3c(C)nn(Cc4ccccc4Cl)c3C)no2)c1,-1,1.6,5,-8,3,2,-9,-5,5,2
CS(=O)(=O)N1CCN(c2ncnc3c2cnn3-c2ccccc2)CC1,-3,1.4,2,3,7,-4,10,2,0,4
CN(Cc1ccccc1)S(=O)(=O)c1ccc2[nH]cc(C(=O)NCC3CCCO3)c(=O)c2c1 (stereo not drawn),24,0.4,9,-24,1,-1,-15,0,6,7
O=C(CC(CC(=O)c1ccc(Br)cc1)c1cccnc1)c1ccc(Br)cc1,0,1.1,-2,0,2,-3,.,4,0,0
Cc1cccc(NC(=O)c2nc[nH]c2C(=O)NCC(=O)OCc2ccccc2)c1,18,-0.8,4,-33,10,5,-19,-5,3,4
COc1ccc(-n2nc(C(=O)NCC(=O)NCCCN3CCN(C)CC3)c3ccccc3c2=O)cc1OC,-3,-3.4,1,2,-2,2,5,2,2,-3
C=CC[C@H](CC(=O)NCCO)C(=O)N[C@@H](COC(=O)[C@@H](CC=C)CC(=O)OC(C)(C)C)Cc1c[nH]c2ccccc12,-10,0.1,-2,4,1,-2,3,0,-1,2
Cc1nc(C2COc3ccccc3O2)sc1C(=O)O (stereo not drawn),1,-0.2,-4,-2,-2,6,5,7,2,1
Fc1ccc(-c2cnn3c(-c4ccncc4)ccnc23)cc1,0,-0.6,1,-1,-3,1,-1,-6,0,2
CCOC(=O)c1cc(-c2c(Cl)cccc2Cl)no1,-4,-0.4,-2,10,-7,-4,-8,-7,2,5
CCOC(=O)N1CCC(O)(c2cc(C)c(C)cc2C)CC1,-6,-0.9,2,5,1,-3,2,-6,0,2
CC(C)(C)c1nc2scc(-c3ccc(Cl)cc3)c2c(=O)o1,10,2.3,-3,8,-3,5,-2,-7,5,2
Cc1nn(CCCC(=O)Nc2ccccn2)c(C)c1[N+](=O)[O-],-2,-0.9,2,-1,-6,-5,0,-4,1,0
CNc1ccc(Br)cc(C(=O)/C=C/c2ccc(OC)cc2OC)c1=O,30,-2.6,-1,36*,-3,13*,50*,19*,-1,14
COc1ccc(/C=C/C(=O)C2CC2)cc1COc1cccc(C)c1C,4,-0.8,2,-6,3,-5,-53,-7,0,1
Cc1ccc(S(=O)(=O)N2CCCCC2)cc1C(=O)NCC1CCCO1 (stereo not drawn),-1,-2.4,0,2,8,3,-7,3,0,-7
Cc1ccc(S(=O)(=O)N2CCCC2C(=O)NCc2ccco2)cc1 (stereo not drawn),3,0.2,-3,5,1,1,1,7,0,-1
COc1ccc(NC(=O)C[C@H]2C(=O)N(C3CCCCC3)C[C@@H]2CSC)cc1,2,-1.3,-3,2,5,2,-1,2,4,-2
COc1ccccc1Oc1ccc2c(c1)C(=O)N(c1cccc3ncccc13)C2=O,-3,-2.1,1,1,-6,-3,-3,-2,13,2
CCN1CCCCC(NC(=O)c2ccccc2C)C1=O (stereo not drawn),-1,.,1,5,-1,6,.,.,-1,-3
O=C(N/N=C/c1ccc(-c2ccccc2[N+](=O)[O-])o1)c1cccnc1,1,-4.0,-5,4,4,5,2,0,-6,1
Fc1cc(F)cc(Nc2nc(Cl)nc(NC3CCCC3)n2)c1,0,-0.1,-2,-15,-2,-2,-69,-1,-3,5
Cc1cc2ccccc2n1CCNC(=O)COc1ccccc1,9,5.5,-2,11,-1,4,49*,6,-5,-1
N#C/C(=C(/O)COC(=O)c1ccc(O)cc1)c1nc2ccccc2[nH]1,2,-2.5,-3,4,4,-3,8,-3,-1,-2
COc1ccc(C2/C=C\CNCC(=O)N2Cc2ccc(F)cc2)cc1 (stereo not drawn),-2,0.3,0,6,1,-1,-4,2,1,-3
O=C(OCC(=O)c1ccc(Cl)cc1Cl)c1ccccn1,5,-1.9,-2,8,-6,-1,-1,0,14,1
C/C(=N/NC(=O)CNc1ccc(C)cc1)c1ccc(Br)s1,16,-0.1,-7,8,-1,7,-27,-5,-6,0
c1c(CC2CCCC2)nnn1C[C@H]1CC[C@@H]([C@@H]2CC[C@H](Cn3cc(CC4CCCC4)nn3)O2)O1,-2,-1.6,7,-2,1,1,-3,-1,8,0
CN(C)S(=O)(=O)c1cccc2c1C(=O)c1ccccc1C2=O,0,-0.5,-2,0,-8,0,-3,-5,-2,-1
Cc1cc(C)n2c(-c3ccccc3Cl)nnc2n1,-1,8.4,5,4,-3,1,-2,-2,2,0
COC(=O)c1cn(-c2ccccc2)c(=O)c2ccccc12,-5,-3.1,-3,-5,-3,3,5,0,8,-3
NC(=S)Nc1ccc(Cl)cc1Cl,17,0.4,-2,0,1,-1,5,5,0,5
CCSc1nc2c(c(=O)[nH]1)C(c1cccnc1)C(C(=O)OC(C)C)=C(C)N2 (stereo not drawn),1,-1.9,-5,-14,4,2,3,-1,3,-2
CC(=O)N1CCc2cc(S(=O)(=O)C(C)CC(=O)NCc3ccco3)ccc21 (stereo not drawn),7,-0.4,3,-2,9,1,0,-3,3,6
O=S(=O)(NC1CC1)c1ccccc1,0,0.4,-6,-2,5,0,0,2,-4,-3
Cc1cc(OCC(=O)NCC(O)c2ccccc2)c2c(C)cc(=O)oc2c1 (stereo not drawn),7,-0.1,-3,-4,6,-4,-5,5,-1,-3
Cc1ccccc1NC(=S)NC(=O)c1cncc(Br)c1,1,1.0,-3,2,0,-9,-6,0,0,1
CC1(C(=O)Nc2ccc3nc[nH]c3c2)CCN1C(=O)Cc1ccc(-c2ccccc2)cc1 (stereo not drawn),4,2.1,6,-8,-1,-3,.,5,7,6
COC(=O)[C@@]12C[C@@H](CC(=O)NCc3cccc(C(F)(F)F)c3)C(=O)N(Cc3cccc4ccccc34)C1=CCC(C)(C)C2,11,-0.7,-3,-5,1,0,.,3,2,3
NC(=O)c1cccc(-c2cccc(OC(=O)NC3CCCCC3)c2)c1,1,-0.2,1,4,-5,5,1,11,-1,5
CCN(CC)C(=O)CN(C#N)c1nc(C)cc(C)n1,3,-2.1,1,-8,3,-5,-6,-1,0,0
c1ccc(Cc2cc(-c3ccccc3)on2)cc1,-4,-0.4,-3,-2,0,-4,-9,1,3,-1

# (list continues)
SMILES,rCAG RNA binder,PG9 Ab binder,MBD2 DNA inh,mABHD4 FP,NR1D1 modulator,LEDGF integ inh,HTRA1 inh,TCR-CD3 inh,UHRF1 binding,PRMT1 FP inh
COc1ccc(/C=C2\SC(=NCc3ccccc3)NC2=O)cc1,8,-0.1,4,0,-8,2,-19,5,0,0
COc1cccc(C2NC(=O)c3sc(=S)n(-c4ccccc4)c3N2)c1 (stereo not drawn),12,0.6,-2,5,2,-2,-5,2,4,16
CC(C)N(C)Cc1nnnn1CC(=O)N(C)Cc1cccc(Cl)c1,-5,0.3,-4,0,2,2,1,2,0,-3
CCOC(=O)C(C)n1cnc2c(nnn2-c2ccc(OC)cc2)c1=O (stereo not drawn),0,2.0,-2,-4,9,2,4,-1,7,0
Cc1[nH]n(-c2ccccc2)c(=O)c1C=NCCc1ccccc1,-5,-2.3,-4,0,8,-1,1,6,-1,-3
Cc1cc(Br)c2nc(-c3cccc(Br)c3)c(Cc3cccc(Cl)c3)n2c1,15,6.1,3,-17,18*,1,.,-4,18,1
CC1(C(=O)Nc2ccccc2)CCN1C(=O)C1(c2ccccc2)CC1 (stereo not drawn),3,1.1,-2,2,3,-2,.,0,-1,-2

# 3 compounds out of the list above, arranged by their value in PG9 Ab binder, low to high:
Structure	PG9 Ab binder
Cc1[nH]n(-c2ccccc2)c(=O)c1C=NCCc1ccccc1	-2.3
COc1cccc(C2NC(=O)c3sc(=S)n(-c4ccccc4)c3N2)c1 (stereo not drawn)	0.6
Cc1cc(Br)c2nc(-c3cccc(Br)c3)c(Cc3cccc(Cl)c3)n2c1	6.1

# Source: PubChem (several laboratories)
